# Screening results deposited in PubChem by several laboratories.
# DAGLB inhibitor: DAGLB lipase inhibitors, primary screen, biochemical, fluorescence, HTS | Diacylglycerol lipase-beta (Homo sapiens), Q8NCG7 | HEK293T DAGLB membrane lysate, EnzChek fluorogenic substrate | inhibition, % at 5.17 µM | 340,000 tested, 0.059% active | AID 504411, 2011; in the data active = inhibition above about 34%;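 also: 0% = enzyme with vehicle and 100% = wells lacking enzyme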
# SR-BI HDL uptake: inhibitors of SR-BI mediated HDL lipid uptake, primary screen, ldlA[mSR-BI] cells, fluorescence, single point; Scavenger receptor class B member 1 (Mus musculus), Q61009; ldlA[mSR-BI] CHO cells, DiI-HDL uptake fluorescence, 3 h; inhibition, % at 12.5 µM; 320,000 tested, 0.96% active; AID 488896, 2010;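 active = mean replicate inhibition of at least 70% and a set share of replicates each scoring 70 or more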;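 also: 0% = median of neutral control wells and 100% = median of positive control wells; values of inactives mirror those of a sister screen read the other way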
# SR-BI uptake up: activators of SR-BI mediated DiI-HDL uptake, primary screen, ldlA[mSR-BI] CHO cells, DiI fluorescence. 3 h; 100 = double the neutral-control signal. activation, % at 12.5 µM. 320,000 tested, 0.096% active. AID 504775, 2011;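 active = mean replicate activation of at least 60% and every replicate at or above 60%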;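 also: 0% = median plate neutral-control signal and 100% = twice that signal; values of inactives mirror those of a sister screen read the other way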
#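 system = CHO ldlA[mSR-BI] cells, LDL receptor-null, SR-BI overexpressing | medium = Ham's F12 with 0.5% BSA, HEPES 25 mM, pH 7.4 | probe or stimulus = DiI-HDL 10 µg/mL | compound dosing = single-point compound dose | incubation = compound exposure 3 h, 37 °C | technique = DiI fluorescence, bottom read | read-out = cell-associated DiI fluorescence as measure of HDL uptake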
# Arrestin-AP2 inh: inhibitors of beta-arrestin/AP2 binding, primary screen, biochemical, GPCR trafficking, flow cytometry. beta-arrestin 1 C-terminal peptide binding to AP2 beta2-adaptin appendage (human). AID 504490, 2011. inhibition, % at 10 µM. 340,000 tested, 0.31% active. FITC-arrestin peptide / GST-AP2 beads; AP2 beta2 appendage carries R879A mutation;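 active = inhibition above a set limit, near 3 SD of compounds lacking own fluorescence, cut at about 54% in these data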;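 also: plate controls were DMSO wells for no effect and 5 µM unlabelled arrestin peptide for full effect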
#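 Measured by: flow cytometry, FL1 (488/535 nm); Material: AP2 appendage R879A on GSH beads; Evaluation: percent response; Timing: pre-incubation 12 min, peptide binding 1 h, room temperature; Also added: 50 nM FITC-arrestin peptide; Medium: PBS with 0.05% Tween 20 and 0.1% BSA.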
# NSD2 HMT inh: NSD2 histone methyltransferase inhibitors, primary screen, biochemical, AlphaScreen, single concentration, set 2 | 310,000 tested, 0.54% active | inhibition, % at 12.5 µM | Histone-lysine N-methyltransferase NSD2 (Homo sapiens), O96028 | NSD2 peptide methylation, 120 min; in the data active = inhibition above about 50%
# Keap1 Nrf2 FP: Keap1-Nrf2 protein-protein interaction inhibitors, primary screen, biochemical, fluorescence polarization, single point | Kelch-like ECH-associated protein 1 (Homo sapiens), Q14145 | Keap1 Kelch-Nrf2 peptide fluorescence polarization, 1536-well | inhibition, % at 9.4 µM | 340,000 tested, 0.15% active; in the data active = inhibition above about 12%;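 also: human Keap1 Kelch domain with fluorescein labeled Nrf2 9mer peptide probe; 0% = neutral control wells and 100% = peptide positive control; higher means more block of Keap1 binding to Nrf2 peptide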
# Target sequence (Q14145 whole entry, looked up, the tested form may be a part): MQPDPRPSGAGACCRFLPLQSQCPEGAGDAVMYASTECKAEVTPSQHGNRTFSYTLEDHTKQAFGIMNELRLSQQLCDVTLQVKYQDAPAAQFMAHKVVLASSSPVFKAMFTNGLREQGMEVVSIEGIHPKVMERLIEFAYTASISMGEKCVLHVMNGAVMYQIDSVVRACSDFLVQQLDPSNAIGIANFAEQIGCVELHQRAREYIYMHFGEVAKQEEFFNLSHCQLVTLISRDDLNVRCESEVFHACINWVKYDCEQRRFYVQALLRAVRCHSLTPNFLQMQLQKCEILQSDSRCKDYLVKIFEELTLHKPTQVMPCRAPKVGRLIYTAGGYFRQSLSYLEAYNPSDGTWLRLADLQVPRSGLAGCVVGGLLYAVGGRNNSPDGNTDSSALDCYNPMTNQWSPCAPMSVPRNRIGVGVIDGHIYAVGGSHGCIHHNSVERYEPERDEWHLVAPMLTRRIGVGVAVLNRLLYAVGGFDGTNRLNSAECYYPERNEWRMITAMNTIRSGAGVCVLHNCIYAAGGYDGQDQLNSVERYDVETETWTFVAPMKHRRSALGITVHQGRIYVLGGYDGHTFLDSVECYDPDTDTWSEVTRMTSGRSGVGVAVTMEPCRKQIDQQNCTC
# LANA DNA inh: inhibitors of KSHV C-LANA binding to DNA, primary screen, biochemical, fluorescence polarization, FAM-LBS DNA, MBP-C-LANA, single point. inhibition, % at 9 µM. 340,000 tested, 0.078% active;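 active = highest replicate inhibition at or above 60% at 9 µM, even if other replicates fall short; inactive = all replicates below 60% inhibition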;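 also: 0% = neutral control wells and 100% = 4 µM acridine orange control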
# PvdQ inh: P. aeruginosa PvdQ acylase inhibitors, primary screen, biochemical, fluorescence, plate reader and imaging, single point; PvdQ acylase [Pseudomonas aeruginosa LESB58]; purified PvdQ acylase; inhibition, % at 10 µM; 340,000 tested, 0.063% active; AID 488965, 2010; in the data active = inhibition above about 30%, passing the limit was not always enough;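 also: 0% = vehicle neutral wells and 100% = reference inhibitor wells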
# Cardiac RTF inh: cardiac RTF calcium sensitivity inhibitors, primary screen, biochemical, IANBD-TnC fluorescence, EC70 calcium; AID 493244, 2011; IANBD-labeled cardiac RTF, Ca2+ fluorescence; inhibition, % at 7.15 µM; 340,000 tested, 0.12% active;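 active = inhibition above the mean inhibition of all tested compounds plus 3 SD, cut at about 17% in these data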;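 also: assay run at fixed EC70 calcium of 1.6 mM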
# PKA-R2B act: activators of PKA-R2B holoenzyme, primary screen, biochemical, fluorescence polarization, Cy5-IP20, human | cAMP-dependent protein kinase catalytic subunit beta (Homo sapiens) + cAMP-dependent … | PKA-R2B holoenzyme dissociation; R2B truncated from residue 108, S112A mutant; 0% DMSO only, 100% 113 µM cGMP | activation, % at 11.4 µM | 340,000 tested, 0.079% active;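 active = activation above a cutoff set at the mean over all compounds plus 3 SD, cut at about 18% in these data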;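 also: higher means more holoenzyme dissociation and a rise in polarization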
# Target sequence (P31323 whole entry, looked up, other chains not shown, the tested form may be a part): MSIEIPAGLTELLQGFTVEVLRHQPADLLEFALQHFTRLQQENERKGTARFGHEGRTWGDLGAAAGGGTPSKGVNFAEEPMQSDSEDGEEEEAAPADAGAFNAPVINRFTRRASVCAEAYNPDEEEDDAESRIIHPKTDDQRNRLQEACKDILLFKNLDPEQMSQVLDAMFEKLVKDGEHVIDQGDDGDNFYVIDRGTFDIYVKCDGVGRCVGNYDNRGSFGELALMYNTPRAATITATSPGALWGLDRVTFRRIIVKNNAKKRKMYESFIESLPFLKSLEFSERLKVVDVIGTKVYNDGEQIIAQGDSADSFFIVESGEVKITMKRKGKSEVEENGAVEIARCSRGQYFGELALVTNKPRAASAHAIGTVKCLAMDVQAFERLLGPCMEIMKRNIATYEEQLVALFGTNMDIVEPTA
# * = called active by the depositor; . = no result given.
SMILES,DAGLB inhibitor,SR-BI HDL uptake,SR-BI uptake up,Arrestin-AP2 inh,NSD2 HMT inh,Keap1 Nrf2 FP,LANA DNA inh,PvdQ inh,Cardiac RTF inh,PKA-R2B act
COC(=O)c1c(-c2ccc(SC)cc2)sc2ccccc12,-11,23,-23,-2,.,3,-1.6,-17,-2,5
CCC(=O)N(CCc1ccccc1)Cc1cc2cc3c(cc2[nH]c1=O)OCO3,-1,-13,13,-4,-4,-7,0.8,-16,5,2
C#CCOCCOCCOCCNc1nc(N2CCN(C(=O)[C@H](CCCCN)n3cc(CN)nn3)CC2)nc(N2CCN(C(=O)[C@H](CCC(=O)O)n3cc([C@@H](N)CCCCN)nn3)CC2)n1,0,-21,21,-1,.,-9,-3.4,-14,-4,-1
CCCS(=O)(=O)N1CCN=C1SCc1cccc(C)c1,-2,14,-14,-5,-1,-2,1.6,-17,-5,3
O=C(/C=C/c1ccc2c(c1)OCO2)NCc1cn2cc(Cl)ccc2n1,1,20,-20,4,0,-1,-4.2,2,4,-12
O=C1CN2CCC1C/C2=C\c1ccnc2c(Cl)cccc12 (configuration not stated),1,-20,20,-7,2,-2,1.5,-4,1,-5
CCCCN(C(=O)c1cc(S(=O)(=O)N2CCCCC2)ccc1Cl)c1c(N)n(CC(C)C)c(=O)[nH]c1=O,1,-9,9,2,1,1,0.8,-6,-4,-7
Cc1csc(NC(=O)C2CCCCC2C(=O)O)n1 (configuration not stated),-1,2,-2,24,1,5,1.5,0,0,-10
Cc1ccc(S(=O)(=O)Cn2nnnc2C(C(C)C)N2CCN(c3nc4ccccc4s3)CC2)cc1 (configuration not stated),-3,30,-30,-11,-2,-1,0.4,-13,-1,-2
Cc1c(NCc2ccncc2)cccc1C(=O)O,-2,-8,8,12,3,-3,7.3,-25,-12,-12
O=C(Nc1ccccc1C(F)(F)F)c1ccc(CN2CCC(Cc3ccccc3)CC2)cc1,-8,23,-23,-7,-1,1,1.1,4,5,-8
COCc1ccc(C(=O)N2CCCC(N(C)CCc3ccc(OC)c(OC)c3)C2)s1 (configuration not stated),0,-23,23,-1,4,-2,-1.0,-8,-5,1
O=C1c2cccc3c(N4CCCCC4)ccc(c23)C(=O)N1c1ccccc1O,-24,20,-20,1,-12,16*,41,-13,-118,-3
CCOC(=O)C1CCN(C(=O)c2ccc(N(C)S(=O)(=O)c3ccc(OC)cc3)cc2)CC1,-1,-4,4,27,-1,1,-0.4,-1,-5,2
CC(C)(C)OC(=O)N1CCC2(CC1)Oc1ccc(F)cc1C(=O)C21CC(c2cccnc2)=NO1 (configuration not stated),0,-33,33,8,.,-5,1.7,7,1,-10
COc1cccc(-n2c(SCC(=O)Nc3sc4c(c3C(N)=O)CCC4)nc3ccccc3c2=O)c1,0,24,-24,36,0,-6,1.1,2,-5,2
O=C(NC1CCCCC1)c1cc(F)cc2c1OCOC2,-4,.,.,3,-2,3,-2.1,4,-9,-2
COc1cc2c(cc1NC(=O)COC(=O)[C@@H](NS(=O)(=O)c1cccc(Cl)c1)C(C)C)oc1ccccc12,-4,28,-28,0,1,-7,-1.7,-24,-4,-14
COc1cccc(CC(NC(C)=O)C(=O)NC2CCN(c3nc(C)cc(C)c3C#N)CC2)c1OC (configuration not stated),-1,.,.,0,-2,-3,-0.2,-7,-1,-11
CC(C)N=C(NS(=O)(=O)c1ccccc1)C(Cl)(Cl)Cl,-6,-3,3,-1,0,-2,-0.6,-11,-4,-6
Cc1ccc(-c2nn3c(C)nnc3s2)cc1NC(=O)c1cccnc1,2,-18,18,-7,-1,3,1.2,-1,-11,-12
CCc1nnc(SCC(=O)N2CCc3ccccc32)n1CC,0,1,-1,-1,-1,-2,-0.2,0,-3,0
O=C1CC(NC2CCN(C(=O)c3cccc(F)c3)CC2)C(=O)N1 (configuration not stated),2,-9,9,6,0,1,-0.5,-11,-3,2
CCOC(=O)C1(CC2CCCCO2)CCN(S(=O)(=O)c2cc(C)cs2)CC1 (configuration not stated),1,2,-2,20,-2,-1,1.2,20,0,3
COc1ccc(N2CCN(C3CCCN(C(=O)CN4CCOC4=O)C3)CC2)cc1 (configuration not stated),-1,-29,29,-4,5,-3,1.2,-7,0,-2
CCCCNCc1cc(Br)c(OCc2cccs2)c(OC)c1,-3,7,-7,-8,.,-1,-2.2,-18,4,2
O=C(Cc1ccsc1)Nc1cc(F)ccc1F,-4,-8,8,-4,4,-2,-1.2,-12,3,-5
CN(Cc1ccccc1)C(=O)c1ccc(NC(=O)Cc2cccc(NC(=O)C3CCCN(C(=O)C4CCCCC4)C3)c2)cc1 (configuration not stated),-4,44,-44,6,.,5,-0.5,7,-9,-3
CC(=O)c1c(C)nc2ccc(Br)cc2c1C(=O)O,1,-18,18,1,.,3,0.2,-11,-2,-6
COCCN(CCOC)S(=O)(=O)c1ccc(C(=O)Nc2nc3c(s2)CCc2ccccc2-3)cc1,0,13,-13,8,-3,-2,2.3,-5,-9,2
COc1cccc(/C=C2\SC(=S)NC2=O)c1OS(=O)(=O)c1ccc(NC(C)=O)cc1,10,-41,41,-2,5,-4,0.6,4,1,5
CCOC(=O)CSc1nc2cc(C(=O)NCc3ccco3)ccc2c(=O)n1C1CCCCC1,-4,36,-36,14,0,-3,1.3,1,0,-9
COc1ccc(Nc2nc(N3CCCC3)c3ccccc3n2)cc1,5,-19,19,3,.,-5,-1.2,-9,-5,4
O=C(NCc1ccco1)c1ccccc1SCC(=O)N1CCCC1,-1,-12,12,-7,-3,5,0.2,2,3,-14
COc1cccc(C(=O)Nc2c3c(nn2-c2ccc(Cl)cc2)CS(=O)(=O)C3)c1OC,-1,50,-50,-2,1,-1,-0.6,-8,-8,10
Cc1ccc(S(=O)(=O)N2CCC(C(=O)NCCCN3CCOCC3)CC2)cc1,-1,-16,16,21,2,-3,2.7,6,-6,-3
CCCn1c(SCC(=O)Nc2cccc(F)c2)nc(O)cc1=O,1,-26,26,-7,-2,-4,0.4,-6,-1,-9
CCCn1c2ccc(F)cc2c2nnc(SCCN3CCOCC3)nc21,-1,6,-6,10,1,-1,-0.4,-9,2,1
CCOCCCn1c(SCC(=O)Nc2ccccc2OC)nc2ccccc2c1=O,-3,21,-21,35,-3,1,-1.4,2,-2,-3
COc1ccc(S(=O)(=O)CC(=O)c2cc(C)c(O)c(C)c2)cc1,-2,-17,17,26,-1,7,1.2,-4,2,10
CCc1ccc2oc(C(=O)Nc3nonc3CC)c(C)c2c1,-10,-8,8,-8,7,-4,0.3,-6,-6,-5
COc1ccc(NC(=O)NC2CCCCC2C)cc1 (configuration not stated),0,-12,12,-2,-2,-6,1.2,-12,-8,-20
Cc1cc(NC(=O)CSc2nnc(-c3ccccc3C)n2C)no1,-2,-6,6,-7,-2,-1,-0.1,-18,-6,-8
CC(=O)N(CC(=O)O)c1ccccc1,0,-23,23,11,-1,-3,-0.1,-12,-24,16
Cc1ccc(C)c(OCCC(=O)OCc2csc(CC(=O)Nc3ccccc3C)n2)c1,-3,14,-14,-13,0,-6,-2.9,-15,1,-11
Cc1ccc2nsnc2c1S(=O)(=O)NCc1ccc2c(c1)OCO2,0,-3,3,-3,1,1,0.8,-11,3,-16
CCS(=O)(=O)Nc1cc(OC)c(OC)cc1Cc1nccc2cc(OC)c(OC)cc12,-1,4,2,-3,-2,3,1.6,-9,-12,-8
O=C(Nc1ccc(S(=O)(=O)NC2=NCCCCC2)cc1)c1cccc(S(=O)(=O)N2CCOCC2)c1,3,4,-4,11,8,-3,-1.6,-13,-10,4
CCNC(=O)c1ccc(-n2nc(C)cc2-c2ccccc2)cc1,-1,29,-29,-4,1,-1,-0.4,-9,-5,-3
Cc1cc(F)ccc1NC(=O)c1cccnc1,-2,.,.,7,-2,-1,0.2,-14,-5,-4
CCC(C)NS(=O)(=O)c1ccc(NC(=O)c2ccc([N+](=O)[O-])cc2Cl)cc1 (configuration not stated),-3,-4,4,26,5,3,0.2,-1,-5,4
CC(OC(=O)c1ccc2c(c1)S(=O)(=O)c1ccccc1C2=O)C(N)=O (configuration not stated),0,.,.,-2,10,-3,1.5,-17,-3,-12
COc1ccccc1/C=C/C(=O)NC(=S)N1CCOCC1,-2,17,-17,-5,-1,-1,-0.4,-6,-5,-3
CC(CNC(=O)c1ccc(NC2=NC3CS(=O)(=O)CC3S2)cc1)c1ccccc1 (configuration not stated),2,-12,12,-3,.,-6,-0.2,-15,-6,-1
O=C(CCCOC(=O)c1ccc(O)cc1O)c1ccc(F)cc1,-5,-7,7,-1,-6,6,1.1,-11,0,-8
Cc1ccc2c(Cl)c(C(=O)NCCc3ccccc3)sc2c1,-26,13,-13,6,-4,0,0.8,-13,-5,-6
Cc1ccc2ncc(S(=O)(=O)c3ccccc3)c(N3CCCCC3C)c2c1 (configuration not stated),0,-12,9,7,.,-1,1.7,-10,-6,-3
O=C(CCn1cccc1)NCc1ccccc1,1,-38,38,-6,4,0,2.0,-15,0,4
O=C1CC(c2ccccc2)=Nc2ccccc2N1,1,-2,2,6,-3,5,-0.4,7,-7,-4
CC(C)CN1CCN(Cc2ccc(C#CC(C)(C)O)cc2)CC1CCO (configuration not stated),2,6,20,1,3,-6,-0.2,-13,-4,-9

# Structural class: the entries above with bromine (2)
SMILES,DAGLB inhibitor,SR-BI HDL uptake,SR-BI uptake up,Arrestin-AP2 inh,NSD2 HMT inh,Keap1 Nrf2 FP,LANA DNA inh,PvdQ inh,Cardiac RTF inh,PKA-R2B act
CCCCNCc1cc(Br)c(OCc2cccs2)c(OC)c1,-3,7,-7,-8,.,-1,-2.2,-18,4,2
CC(=O)c1c(C)nc2ccc(Br)cc2c1C(=O)O,1,-18,18,1,.,3,0.2,-11,-2,-6
